TDP1 block – TDP1 (human) enzyme inhibition. 350,000 tested, 0.28% active. Potency, µM (top dose mostly 130 µM), for inactives: top-dose activity change, negative = inhibition, hits mostly inhibitors. recombinant TDP1, AlphaScreen DNA substrate cleavage. Q9NUW8. AID 485290; note: nearly all actives have a fitted effect of over 40% in size
Target sequence (Q9NUW8 whole entry, looked up): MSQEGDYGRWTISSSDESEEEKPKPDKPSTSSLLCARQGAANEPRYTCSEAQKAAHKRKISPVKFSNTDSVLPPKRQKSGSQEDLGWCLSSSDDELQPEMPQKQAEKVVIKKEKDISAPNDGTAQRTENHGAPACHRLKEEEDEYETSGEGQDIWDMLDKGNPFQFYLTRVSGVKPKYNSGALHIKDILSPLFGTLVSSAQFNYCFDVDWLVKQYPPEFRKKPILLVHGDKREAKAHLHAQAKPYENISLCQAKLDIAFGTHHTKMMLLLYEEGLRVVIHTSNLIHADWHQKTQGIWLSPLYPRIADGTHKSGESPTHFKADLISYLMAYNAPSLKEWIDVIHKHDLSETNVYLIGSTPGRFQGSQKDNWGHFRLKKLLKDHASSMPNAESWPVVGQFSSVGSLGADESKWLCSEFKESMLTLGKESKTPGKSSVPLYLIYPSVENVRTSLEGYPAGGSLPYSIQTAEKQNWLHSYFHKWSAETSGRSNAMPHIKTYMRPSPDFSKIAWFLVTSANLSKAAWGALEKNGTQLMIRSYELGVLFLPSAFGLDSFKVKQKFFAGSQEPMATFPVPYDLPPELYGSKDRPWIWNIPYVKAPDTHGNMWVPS
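Steps: enzyme plus compound, 15 min RT; add biotin/phosphotyrosine-FITC oligonucleotide (15 nM final), react 5 min; add donor/acceptor beads (10 ug/ml final), 10 min; read AlphaScreen. Tdp1 at 1 nM final.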
DT40 TDP1 no CPT – qHTS for Inhibitors of human tyrosyl-DNA phosphodiesterase 1 (TDP1): qHTS in cells in absence of CPT. 420,000 tested, 15% active. DT40 Tdp1-/- hTDP1 cells, no CPT, ATP luminescence, 48 h. Potency, µM (top dose mostly 46.2 µM), for inactives: top-dose activity change, negative = growth inhibition, actives largely listed as inhibitors; note: nearly all actives have a fitted effect of over 55% in size
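Stably hTDP1-transfected Tdp1-null chicken DT40 cells were treated with library compounds minus camptothecin and grown for at least 48 hr at 37 °C, after which cellular ATP was quantified by luminescence.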
N370S GC mod – N370S glucocerebrosidase modulation, Gaucher chaperone candidate | P04062 | N370S GC spleen homogenate, 4MU-glucoside fluorescence | Potency, µM (top dose mostly 59.4 µM), without a hit: at the highest dose activity change, negative = inhibition, hits mostly inhibitors | 330,000 tested, 0.092% active;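 note: 0% = full enzyme activity and -100% = no enzyme basal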
Active calls of the source: *; ? = inconclusive; / = not tested or not shown; & = joins results of further samples; [ ] = another dose, or the depositor's remark. Calls come from the whole dose curve; as a rule, active = well fitted curve in the direction sought with a large enough effect; inconclusive = small, poorly fitted or top-dose-only effect, or another doubt; inactive = no such curve, though single readings can be large; an effect the other way counts as inactive or inconclusive. Unless noted, % is set by controls: 0 for no effect and ±100 for the full control effect; potency is the fitted concentration of half-maximal effect.

SMILES | TDP1 block | DT40 TDP1 no CPT | N370S GC mod
CCc1cccc2c(C(=O)CSc3nnc(C4CC4)o3)c[nH]c12 | 1.1% | -10.4% | /
CCN1C(=O)C(F)(CC)C(=O)c2ccccc21 (stereo not drawn) | 0.0% | -0.6% | -14.9%
Cc1nc2c3ccccc3nc(NNC(=O)CCC(=O)N3CCN(c4ccc(F)cc4)CC3)n2n1 | 3.1%&9.2% | ? | -13.6%
O=C(Nc1ccc(S(=O)(=O)Nc2ccccc2)cc1)C1COc2ccccc2O1 (stereo not drawn) | 2.4% | 20.6µM* | 13.6%
CN(C)S(=O)(=O)c1ccc(C(=O)NCCC(=O)N2CCCC2)cc1 | / | -2.1% | 3.9%
CCC1=NC(c2ccc(Br)cc2)N(O)C1(C)C (stereo not drawn) | -2.5% | 1.2% | 5.1%
O=C(NCCCCc1ccccc1)Nc1cccc(F)c1 | 1.0%[56.1 µM] | 23.1µM* | -1.8%
C#CCNC(=O)C1=C[C@H](c2ccc3c(c2)OCO3)[C@@H](CCCO)[C@H](OCC)O1 | 0.0% | -1.7% | -3.7%
CC1=CS/C(=C(/C#N)C(=O)N2CCCCC2)N1c1ccccc1 | 7.1% | -18.1% | 5.1%
COc1ccc(/C(O)=C2/C(=O)C(=O)N(CCN(C)C)C2c2ccc(C)cc2)cc1Cl (stereo not drawn) | 2.1% | -13.6% | -15.8%
Cc1ccc(NC(=O)Nc2ccc3c(c2)CCC3)cc1 | 2.0% | 7.1% | -13.7%
O=C(Cn1cc(C(=O)COc2ccccc2)c2ccccc21)NCc1ccco1 | 11.6% | ? | -11.1%
O=C(CC1N=C2c3ccccc3N=C(SCc3cccc(F)c3)N2C1=O)NCc1cccs1 (stereo not drawn) | 3.4% | ? | /
N#Cc1ccc(Cn2c(=O)oc3ccccc32)cc1 | / | 4.1% | -3.1%
CCOC(=O)c1ccc(NC(=O)Cn2nc(C)c3nn(-c4ccc(Cl)cc4)c(C)c3c2=O)cc1 | 5.4% | ? | /
O=C(NCCS(=O)(=O)N1CCN(c2ccc(F)cc2)CC1)c1cc(=O)c2ccccc2o1 | 3.0% | ? | /
Cc1cc(C)nc(SCc2nc3nc(C)cc(C)n3c2Br)n1 | 1.9% | 5.8% | 7.7%
O=C(Nc1ccc2c(c1)OCO2)C1CCN(S(=O)(=O)c2cccs2)CC1 | 8.3% | -17.5% | /
CS(=O)(=O)N1CCc2cc(C(=O)O)ccc21 | 0.0% | -7.4% | 3.3%
OCCNCCCCOc1ccc(F)cc1 | 2.0% | -2.7% | 2.1%
COc1ccc(N=C(C)C2=C(O)c3ccccc3C2=O)cc1 | 5.5% | ? | -13.0%
O=C(C[n+]1ccn(CCCNP2(=O)C=C(c3ccccc3)OC(c3ccccc3)=C2)c1)c1cccs1 | 5.0% | -19.9% | -26.4%
N#CC1=C2SCN(Cc3ccco3)CN2C(=O)CC1c1c(F)cccc1Cl (stereo not drawn) | 5.2% | 13.0% | -6.3%
Cc1ccc(S(=O)(=O)NCC(=O)N(CC(=O)NCc2ccco2)C2CCCC2)cc1 | -1.2% | -6.3% | 1.0%
O=C(CCSCCc1ccccn1)Nc1c(F)cc(F)cc1Br | 2.3% | -18.4% | 3.3%
O=C(Nc1ccc(Cl)cn1)c1cc2c(s1)-c1ccccc1OC2 | -9.4% | -14.9% | ?
COCCSc1nc(N)c(NC(=O)c2ccco2)c(=O)[nH]1 | 1.4% | 11.7% | 0.5%
O=S(=O)(/N=C(/Nc1cccc2ccccc12)c1ccccc1)c1ccc(F)cc1 | 5.5% | ? | -9.6%
CC(=O)Nc1ccc(NC(=O)C(C)OC(=O)CCCc2c[nH]c3ccccc23)cc1 (stereo not drawn) | -3.4% | -23.7% | -2.9%
Cn1ccsc1=NC(=O)c1ccc(S(C)(=O)=O)cc1 | / | -21.6% | 10.4%
COc1ccc2c(c1)cc1c(=O)n(CC(=O)NC(C)CCc3ccccc3)nc(C)n12 (stereo not drawn) | -1.8%&1.0% | 11.2%&-15.3% | 1.4%
O=[N+]([O-])c1cccc(/C=N/n2cnnc2)c1O | 5.5% | -14.8% | 6.4%
CN(C)CCNc1nc(-c2ccco2)c2c(c1C#N)CC(C)(C)OC2 | -3.2% | -17.5% | ?
O=[N+]([O-])c1ccc(OC/C=C2\Oc3ccc([N+](=O)[O-])cc3C2N2CCOCC2)cc1 (stereo not drawn) | 2.8% | 23.1µM* | 20.0%
COc1ccccc1-c1ccnc2[nH]n(-c3ccccc3)c(=O)c12 | 5.8% | ? | /
Cc1c(NCc2cc(Cl)cc(Cl)c2O)c(=O)n(-c2ccccc2)n1C | 4.6% | -10.0% | 8.1%

Four compounds from above, arranged by SMILES length, ascending.
SMILES | TDP1 block | DT40 TDP1 no CPT | N370S GC mod
CN(C)S(=O)(=O)c1ccc(C(=O)NCCC(=O)N2CCCC2)cc1 | / | -2.1% | 3.9%
N#CC1=C2SCN(Cc3ccco3)CN2C(=O)CC1c1c(F)cccc1Cl (stereo not drawn) | 5.2% | 13.0% | -6.3%
O=C(Nc1ccc2c(c1)OCO2)C1CCN(S(=O)(=O)c2cccs2)CC1 | 8.3% | -17.5% | /
O=C(CC1N=C2c3ccccc3N=C(SCc3cccc(F)c3)N2C1=O)NCc1cccs1 (stereo not drawn) | 3.4% | ? | /

Back to the main list, starting six compounds before the break.
SMILES | TDP1 block | DT40 TDP1 no CPT | N370S GC mod
COc1ccc2c(c1)cc1c(=O)n(CC(=O)NC(C)CCc3ccccc3)nc(C)n12 (stereo not drawn) | -1.8%&1.0% | 11.2%&-15.3% | 1.4%
O=[N+]([O-])c1cccc(/C=N/n2cnnc2)c1O | 5.5% | -14.8% | 6.4%
CN(C)CCNc1nc(-c2ccco2)c2c(c1C#N)CC(C)(C)OC2 | -3.2% | -17.5% | ?
O=[N+]([O-])c1ccc(OC/C=C2\Oc3ccc([N+](=O)[O-])cc3C2N2CCOCC2)cc1 (stereo not drawn) | 2.8% | 23.1µM* | 20.0%
COc1ccccc1-c1ccnc2[nH]n(-c3ccccc3)c(=O)c12 | 5.8% | ? | /
Cc1c(NCc2cc(Cl)cc(Cl)c2O)c(=O)n(-c2ccccc2)n1C | 4.6% | -10.0% | 8.1%
CCCCNS(=O)(=O)c1ccc2nc(SCC(N)=O)[nH]c2c1 | / | ? | 1.1%
CCOCCCNC(=O)C1(O)c2cc(Br)ccc2NC(=O)N1c1cccc(OC)c1 (stereo not drawn) | / | 19.7% | 2.1%
COc1ccc(C(C(=O)NC2CCCC2)N2CCc3ccccc32)cc1 (stereo not drawn) | 4.3% | ? | 6.4%
CSc1ccccc1C(=O)Nc1cc2c(cc1C(=O)O)OCCCO2 | / | 0.5% | -0.5%
COc1cc(/C=N/NC(=O)c2ccc(CSc3nc4ccccc4[nH]3)cc2)ccc1O | -2.7% | ? | -9.4%
O=C(CSc1cn(Cc2cccc(F)c2)c2ccccc12)NCc1ccc(F)cc1 | -1.3% | -6.3% | -13.3%
COc1ccc(C(=O)Cn2c(=O)oc3ccc(C)cc32)cc1 | / | ? | -16.6%
CS(=O)(=O)c1ccc(N2CCN(c3ccccn3)CC2)c([N+](=O)[O-])c1 | 9.4% | ? | -10.0%
COc1ccc(S(=O)(=O)N2CCC3(CC2)OCCN3S(=O)(=O)c2cccs2)cc1OC | -17.0%[0.505 µM] | ? | -6.1%
C/C(=N\NC(=O)c1ccc(=O)[nH]n1)c1cccnc1 | -1.2% | -25.2% | 6.7%
CCCCC(CC)C/C=C1\CC(C(=O)OCC)Oc2ccccc21 (stereo not drawn) (tested in a mixture with another compound) | ? | / | 22.9%[89.1 µM]
COc1ccccc1Oc1ccc(S(=O)(=O)N2CCCC2)cc1 | -4.3% | ? | 2.1%
COC(=O)c1sccc1NC(=O)Nc1ccccc1Cl | 0.9% | 11.9% | -1.9%
CC(C)CC(=O)NC(NC(=S)Nc1cccc2cccnc12)C(Cl)(Cl)Cl (stereo not drawn) | 7.8% | 8.2µM* | -7.0%
CCc1nnc(NC(=O)CSc2nccn2Cc2ccccc2)s1 | 2.7% | 20.6µM* | /
CCOc1ccccc1N(C(=O)CNC(=O)c1ccco1)C(C(=O)NC1CCCC1)c1cccnc1 (stereo not drawn) | 3.9% | -1.8% | -16.4%
CC(=O)Nc1ccc(NC(=O)COC(=O)c2ccco2)cc1 | -2.3% | 7.7% | 4.5%
CCc1ccc(CCC(=O)Nc2ccc(C(C)=O)cc2)o1 | -3.3%[56.1 µM] | 0.6% | 0.1%
CN(C)c1ccc(C(=O)NNC(=O)Nc2ccccc2)cc1 | -0.6% | 2.2% | -8.9%
COc1ccc(CNC(=O)CCn2nc(C)c3c(C)n(-c4ccccc4)nc3c2=O)c(OC)c1 | 8.0%&0.0% | -1.6%&-22.7% | -9.2%
CC(=O)N1C2(C=CC1(C)C(=O)NCc1cc(F)cc(C(F)(F)F)c1)CCCCC2 (stereo not drawn) | 5.7% | / | 27.7%
COc1ccccc1CN1CC(C(=O)NC2(c3ccccc3)CC2)CCC1=O (stereo not drawn) | 1.5%[56.1 µM] | -12.9% | -6.5%
N=c1sccn1CC(=O)NC(c1ccccc1)c1ccccc1 | 5.4% | ? | -4.4%
CC(=O)Oc1cc(O)c2c(c1)OC(c1ccc(OC(C)=O)c(OC(C)=O)c1)C(OC(C)=O)C2=O (stereo not drawn) | / | 12.5% | -4.2%
CCN1CCCC1CNS(=O)(=O)c1c(C)cc(C)cc1C (stereo not drawn) | / | -45.3% | -7.0%
Cc1ccccc1C(=O)N1CCC(C(=O)OCC(=O)Nc2cccc([N+](=O)[O-])c2C)CC1 | 1.9% | 19.2% | /
CCOC(=O)c1sc(NS(=O)(=O)c2ccc(C)cc2)nc1C | 4.3% | 1.9% | 12.9%
CCOc1ccc(OCC)c(NC(=O)CN2CCC(NC(=O)c3cccc(F)c3)CC2)c1 | 6.2% | 16.4µM* | -25.7%
O=C(CSc1nnc(Cc2ccccc2)o1)N1CCCc2ccccc21 | -1.0% | -0.4% | -1.1%
Cc1ccc(-n2c3c(cc(C(=O)NC4CCSC4=O)c2=O)C(=O)CC(C)(C)C3)cc1 (stereo not drawn) | 4.2% | -0.2% | 10.0%
O=C(Nc1cccc(F)c1)N1CC[C@@]2(CCCN(C(=O)c3csnn3)C2)C1 | / | -8.5% | 13.5%
CCOc1cccc(N(C(=O)Cc2cccs2)C(C(=O)NC2CCCCC2)c2cccn2C)c1 (stereo not drawn) | -4.8%[56.1 µM] | 16.4µM* | 7.4%
CCOC(=O)c1cc(/C(C)=N/OC(=O)c2ccc(Cl)cc2)on1 | 0.0% | -13.8% | -6.7%
CCOC(=O)c1[nH]c2ccc(Br)cc2c1NC(=O)CCN1CCCCC1 | 2.1% | / | -18.3%
Cc1ccc(N(Cc2ccccc2O)C(=O)c2ccccc2F)cc1 | / | ? | -4.6%
CC(=O)OCC1=C(C(=O)O)N2C(=O)C(NC(=O)c3ccc(COc4ccc(Cl)cc4)o3)C2SC1 (stereo not drawn) | ? | ? | 6.3%
CCOC(=O)N1CCN(C(=O)CSc2nc3c([nH]c4ccccc43)c(=O)n2CC)CC1 | 3.8% | 14.6µM* | 2.1%
O=C(Cc1ccc(Cl)cc1)NCCS(=O)c1ccc(Cl)cc1 (stereo not drawn) | 1.0% | -28.9% | 9.1%
CCC(C)n1c(=O)c2sccc2n2c(CCCC(=O)NCc3ccccc3Cl)nnc12 (stereo not drawn) | 5.1% | -20.8% | /
Cc1ccc(S(=O)(=O)n2c3ccccc3c3nnc(C(=O)c4ccccc4)nc32)cc1 | 13.2%[21 µM] | / | 5.9%[12.8 µM]
O=C(O)c1cccc(NS(=O)(=O)c2ccc3c(c2)C(=O)c2ccccc2C3=O)c1 | -1.2% | -10.1% | -2.7%
COc1ccccc1CN(C)C(=O)c1cnc(C)cn1 | / | 3.2% | 0.1%
CCOc1ccc2ccccc2c1/C=N/NC(=O)c1ccc(C)nc1 | / | ? | 6.1%
COc1ccc(S(=O)(=O)NN(C)C)cc1N(C)S(=O)(=O)c1ccc(Cl)cc1 | 2.7% | 12.0% | 22.0%
Cc1ccc(C(=O)Nc2ccc3nccnc3c2)cc1 | 2.0% | 16.4µM* | 4.3%
CCOC(=O)C1(Cc2cccc(OC)c2)CCN(Cc2ccc(OC)c(OC)c2)CC1 | 0.0% | 20.6µM* | -2.4%
O=C(Cc1ccc(F)cc1)Nc1nnc(SCC(=O)N2CCCCC2)s1 | 6.0% | -4.0% | -2.7%
CCOC(=O)c1scc(-c2ccccc2)c1S(=O)(=O)N1CCN(c2ccccc2OC)CC1 | 7.1% | 13µM* | /
CC(=O)NC(Cc1ccccc1)C(=O)NC(Cc1ccccc1)C(=O)O (stereo not drawn) | / | -4.7% | 5.2%
O=C(NCC1CCCO1)c1cccc(S(=O)(=O)Nc2cccc(C(F)(F)F)c2)c1 (stereo not drawn) | 0.8% | -19.9% | /

The list is partial. The share of hits here may be higher or lower than overall.
